ATXN2 expr inh – reduces ATXN2 reporter expression in HEK-293 cells. HEK-293 ATXN2-luciferase reporter, luminescence, 24 h. Potency, µM (top dose mostly 57 µM), inactives show at the top dose activity change, negative = inhibition, usual class: inhibitors. 360,000 tested, 0.72% active; further: on the % scale 0 is the no-effect control and ±100 the full control effect; nearly all actives have a fitted effect of over 55% in size
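ATXN2-luciferase reporter cells (luciferase flanked by upstream and downstream ATXN2 gene portions) were treated 24 h at 37 °C with compounds at up to 57 uM. SteadyGlo luminescence gave expression; GF-AFC fluorescence gave viability.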
TGFb SMAD3 inh – blocks TGF-b signaling. Potency, µM (titrated, usually from 46.1 µM), without a hit: top-dose activity, negative = inhibition, hits mostly inhibitors. 410,000 tested, 1.2% active. AID 588855. HepG2 CAGA-GFP TGF-b/SMAD3 reporter, GFP fluorescence, 18 h; TGF-beta stimulated, 500 pg/mL final; further: on the % scale 0 is the no-effect control and ±100 the full control effect; nearly all actives have a fitted effect of over 65% in size
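TGF-beta reporter screen: HEPG2 CAGA-GFP, 1% FBS, 500 pg/mL TGF-beta final, 18 h; per-cell GFP summed per well; curves fitted and categorized by class.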
Nrf2 block – inhibitors of Nrf2 signaling; A549 ARE-Fluc reporter, luciferase luminescence, 18-24 h; Potency, µM (top dose mostly 46 µM), for inactives: top-dose activity change, negative = inhibition, usual class: inhibitors; AID 504444; 360,000 tested, 2.1% active; further: on the % scale 0 is the no-effect control and ±100 the full control effect; nearly all actives have a fitted effect of over 60% in size
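A549 ARE_Fluc cells (5000/well, 5% FBS OPTI-MEM) pre-incubated 2 h, then treated with compounds 18-24 h at 37C/5% CO2 in concentration-response. CellTiter-Fluor viability read first; BugLite luciferase luminescence after 15 min at room temperature gives Nrf2 activity.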
EPAC2 antagonist – EPAC2 (human) antagonism. Q8WZA2. EPAC2 GEF exchange of Rap1B-BODIPY-GDP, fluorescence. Potency, µM (top dose mostly 114 µM), for inactives: at the top dose activity, negative = inhibition, most hits filed as inhibitors. 360,000 tested, 0.18% active; further: on the % scale 0 is the no-effect control and ±100 the full control effect; nearly all actives have a fitted effect of over 45% in size; many of its hits are not listed in these tables
Target sequence (Q8WZA2 whole entry, looked up): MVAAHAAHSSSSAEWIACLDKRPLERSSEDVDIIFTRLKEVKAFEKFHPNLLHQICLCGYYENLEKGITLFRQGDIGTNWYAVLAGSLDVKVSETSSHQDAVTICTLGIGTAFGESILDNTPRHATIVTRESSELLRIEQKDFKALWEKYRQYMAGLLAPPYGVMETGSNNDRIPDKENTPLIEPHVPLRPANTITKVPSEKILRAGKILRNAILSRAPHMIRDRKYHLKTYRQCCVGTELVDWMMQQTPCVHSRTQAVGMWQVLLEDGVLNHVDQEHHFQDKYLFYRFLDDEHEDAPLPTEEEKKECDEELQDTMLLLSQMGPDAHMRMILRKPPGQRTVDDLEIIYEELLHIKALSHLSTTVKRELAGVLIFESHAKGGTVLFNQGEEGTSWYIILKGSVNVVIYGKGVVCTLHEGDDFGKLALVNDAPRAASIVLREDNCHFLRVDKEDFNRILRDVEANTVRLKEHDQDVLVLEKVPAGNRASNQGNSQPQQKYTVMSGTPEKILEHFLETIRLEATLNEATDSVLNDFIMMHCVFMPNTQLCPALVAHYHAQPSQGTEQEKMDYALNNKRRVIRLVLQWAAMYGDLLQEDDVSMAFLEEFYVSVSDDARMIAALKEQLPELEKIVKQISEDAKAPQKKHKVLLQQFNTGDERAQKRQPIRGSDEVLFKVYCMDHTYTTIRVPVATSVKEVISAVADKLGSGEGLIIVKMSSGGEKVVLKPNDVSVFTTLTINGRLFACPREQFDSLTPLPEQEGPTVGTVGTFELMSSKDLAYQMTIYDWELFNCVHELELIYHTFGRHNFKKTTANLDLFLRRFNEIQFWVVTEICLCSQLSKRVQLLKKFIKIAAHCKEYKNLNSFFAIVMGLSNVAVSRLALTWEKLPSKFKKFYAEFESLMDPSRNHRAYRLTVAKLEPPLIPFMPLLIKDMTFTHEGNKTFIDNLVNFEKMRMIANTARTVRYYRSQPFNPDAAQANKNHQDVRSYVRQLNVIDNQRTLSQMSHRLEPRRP
HepG2 tox – kills HepG2 cells in TGF-b inhibitor counter-screen. HepG2 CAGA-GFP viability, ATP luminescence, 18 h. Potency, µM (titrated, usually from 46.1 µM), inactives show at the top dose activity change, negative = cytotoxicity, most hits filed as cytotoxic. 410,000 tested, 0.76% active. AID 588856; further: some results filed as inactive show a strong effect at the top dose
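HepG2 CAGA-GFP cells (1000/well, DMEM with 1% FBS) received compound, then TGF-beta at 500 pg/mL final, and were incubated 18 hours at 37 degrees C. Viability was read by CellTiter-Glo luminescence. Media-only wells were set as complete cell-killing and DMSO as no toxicity.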
Nrf2 activator – Nrf2 pathway activation; AREc32 ARE-luciferase reporter (MCF7-derived line), luminescence, 24 h; Potency, µM (highest dose often 46.1 µM), without a hit: top-dose activation, actives largely listed as activators; 410,000 tested, 0.31% active; further: % of control where 0% means no effect; nearly all actives have a fitted effect of over 65% in size
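Nrf2 activation is followed as ARE-luciferase induction in the AREc32 line after one day of compound treatment; luminescence is read with Steady-Glo.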
A549 tox – counter-screen for Nrf2 inhibitors: cytotoxicity in A549 cells; A549 ARE-Fluc cells, CellTiter-Fluor viability, 18-24 h; Potency, µM (series often up to 46 µM), without a hit: at the top dose activity change, negative = cytotoxicity, usual class: inhibitors; 390,000 tested, 0.16% active; AID 504648; further: on the % scale 0 is the no-effect control and ±100 the full control effect
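A549 ARE-Fluc cells in 5% FBS OPTI-MEM, 5000 cells/well, rested 2 h then exposed to compounds in concentration-response for 18-24 h at 37 °C. Viability by CellTiter-Fluor fluorescence (Ex 405/Em 525) after 30 min; luciferase luminescence (BugLite, 15 min, RT) read afterwards.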
MCF10A rerep – induces DNA re-replication in MCF 10a normal breast cells | MCF 10A DNA re-replication, Hoechst nuclear intensity, 48 h | Potency, µM (top dose mostly 46.1 µM), for the others: top-dose activity, positive = re-replication, usual class: activators | 350,000 tested, 2.9% active | AID 624296; further: % of control where 0% means no effect; nearly all actives have a fitted effect of over 50% in size
S2 tox – reduces viability in counter-screen for ATXN expression inhibitors. S2 cells (HEK-293 line with an ATXN2-luciferase reporter) viability, CellTiter-Fluor protease fluorescence, 24 h. Potency, µM (titrated, usually from 56.7 µM), hits mostly cytotoxic. 400,000 tested, 0.49% active. AID 651635; further: nearly all actives have a fitted effect of over 40% in size
Active calls of the source: *; i = inactive; ? = inconclusive; . = not tested or not shown; & = joins results of further samples; [ ] = another dose, or the depositor's remark. The call rests on the fitted dose curve; in most records, active means well fitted curve in the direction sought with a large enough effect; inconclusive means small, poorly fitted or top-dose-only effect, or another doubt; inactive means no such curve, though single readings can be large; an effect the other way counts as inactive or inconclusive. Potency means the concentration at half of the fitted maximal effect. Only part of the results is shown; the hit share may differ from the screen's.

structure | ATXN2 expr inh | TGFb SMAD3 inh | Nrf2 block | EPAC2 antagonist | HepG2 tox | Nrf2 activator | A549 tox | MCF10A rerep | S2 tox
Cc1cc2c(c(C)c1CCO[C@@H]1O[C@H](CO)[C@@H](O)[C@H](O)[C@H]1O)C(=O)[C@@H](C)[C@@H]2O | ? | ? | -7.1% | 7.3% | -1.5% | -5.1% | -6.3% | 18.4µM* | ?
O=C(NC(=S)NCc1cccnc1)c1ccccc1[N+](=O)[O-] | 1.3% | 5.5% | -9.7% | 13.7% | -4.3% | 0.1% | -3.4% | 0.6% | i
Cc1ccccc1NC(=S)NC(C)CCc1ccccc1 (configuration not stated) | -5.8% | 22.1% | -24.7% | -7.5% | -16.3% | -0.8% | 1.7% | -2.3% | i
Cc1cnccc1CN(C)C(=O)C1CCC(=O)N(Cc2ccccc2F)C1 (configuration not stated) | . | 9.5% | -18.5% | 9.9% | 13.8% | 0.1% | -25.2% | ? | i
CCN(CC)S(=O)(=O)c1ccc(-c2nnc(SCC(=O)N3CCc4ccccc43)o2)cc1 | -13.9% | 11.5% | 4.3% | 4.4% | -11.9% | -0.4% | -5.3% | -0.4% | i
Cc1ccsc1C(=O)N1CCC1(C)C(=O)NS(=O)(=O)c1ccc(C#N)cc1 (configuration not stated) | 6.3% | 2.2% | . | -28.8% | -3.8% | 0.1% | . | . | i
Cc1c(CC(=O)O)c(=O)oc2cc(OCc3ccc(F)cc3F)ccc12 | 20.3% | 1.0% | 22.9% | -3.6% | -24.3% | 1.8% | -5.2% | -1.5% | i
COC(=O)c1ccc(CNC(=O)CSc2nnc(COc3ccccc3)n2C)o1 | -0.5% | ? | -8.7% | 11.0% | 3.2% | -0.1% | -4.4% | -5.6% | i
Cc1ccccc1NC(=S)Nc1cccc2cnccc12 | -14.0% | -9.8% | ? | -0.2% | 5.3% | 4.4% | -3.6% | 0.7% | i
CCn1cc(C(=O)N2CCN(c3ccc(OC)cc3)CC2)c(=O)c2cc(S(=O)(=O)N3CCCCC3)ccc21 | . | -1.4% | 7.5% | -11.9% | -2.8% | -0.5% | ? | ? | ?
COCCN(C(=O)COC(=O)CNC(=O)c1ccc(C)cc1)c1c(N)n(Cc2ccccc2)c(=O)[nH]c1=O | . | 8.3% | 3.8% | 10.0% | 2.6% | -0.7% | 0.0% | -1.7% | ?
Cc1nc(SCc2nc3ccccc3[nH]2)c2oc3cc(Br)ccc3c2n1 | -3.4% | 0.6% | -14.2% | -22.1% | -6.3% | 9.6% | -0.5% | 13.6% | ?
CCCCCCN1C[C@@H](O)[C@H](n2cc(C3CC3)nn2)C[C@@H]1c1ccc(Cl)cc1 | ? | ? | . | -0.9% | 15.8µM* | 3.4% | . | . | ?
CCN1C(=O)[C@H]2[C@H]3CN=C(SCc4ccc(Cl)cc4)N3[C@@](C)(C(=O)OC)[C@H]2C1=O | 1.4% | -41.0% | 7.2% | 1.0% | -50.7% | 0.9% | 4.1% | -6.0% | i
CCN(C(=O)COC(=O)/C=C/c1ccco1)c1c(N)n(Cc2ccccc2)c(=O)[nH]c1=O | 8.3% | -4.9% | 1.7% | -1.2% | -22.7% | 5.7% | -5.7% | -6.2% | i
O=C(CC1Sc2ccccc2NC1=O)OCc1cc(=O)oc2cc(O)ccc12 (configuration not stated) | 23.5% | -38.6% | ? | -11.3% | -1.8% | 7.1% | -0.6% | ? | .
CC1(C)CC(=O)c2cc(C(=O)Nc3ccc(Br)cc3)c(=O)n(-c3ccc(Cl)cc3)c2C1 | 3.5% | 9.0% | 9.0% | . | 3.2% | -0.4% | -0.5% | . | i
O=c1c2sc3ccccc3c2n(Cc2cccc(Cl)c2)c(=O)n1Cc1ccccc1 | -1.3% | -24.9% | -18.9% | . | -52.5% | -0.1% | 3.3% | . | i
CC(C)CN1CCC(=O)N([C@H](CO)c2ccccc2)CC1 | 10.4% | -3.0%&-18.5% | 11.4% | 1.4% | 7.3%&-7.3% | -0.1% | 0.5% | 3.2% | i
CC1=C(C(=O)N(C)C)CC(CC(=O)NC2CCCC2)C(=O)N1CCC1=CCCCC1 (configuration not stated) | 51.8%[activator] | 8.9% | . | 7.7% | -8.6% | 0.7% | . | . | i

One compound at a time (already shown). Order of screens: ATXN2 expr inh	TGFb SMAD3 inh	Nrf2 block	EPAC2 antagonist	HepG2 tox	Nrf2 activator	A549 tox	MCF10A rerep	S2 tox
O=c1c2sc3ccccc3c2n(Cc2cccc(Cl)c2)c(=O)n1Cc1ccccc1 as listed: -1.3%	-24.9%	-18.9%	.	-52.5%	-0.1%	3.3%	.	i
O=C(CC1Sc2ccccc2NC1=O)OCc1cc(=O)oc2cc(O)ccc12 (configuration not stated) as listed: 23.5%	-38.6%	?	-11.3%	-1.8%	7.1%	-0.6%	?	.

More entries
structure | ATXN2 expr inh | TGFb SMAD3 inh | Nrf2 block | EPAC2 antagonist | HepG2 tox | Nrf2 activator | A549 tox | MCF10A rerep | S2 tox
COc1ccc(NC(=O)NS(=O)(=O)c2ccc(C)cc2)cn1 | -2.6% | 13.8% | 6.0% | 27.4% | -8.5% | -0.6% | -0.4% | -9.2% | .
O=C(NC(=S)Nc1cccc(NC(=S)NC(=O)c2ccco2)n1)c1ccco1 | -13.5% | ? | 24.0% | -21.1% | 0.0% | 6.31µM* | 6.9% | -38.8%[inhibitor] | i
CCc1c(C)nc(SCc2nc(-c3ccccc3C)no2)[nH]c1=O | . | 2.0% | . | . | -14.3% | 3.7% | 9.5% | . | .
CC(=O)Oc1ccc2ccccc2c1C(NC(=O)Cc1ccccc1)c1ccccc1 (configuration not stated) | ? | 10µM* | ? | -8.2% | -36.2% | -0.2% | ? | 25.6% | ?
Cc1ccc(C(=O)N[C@H](C(=O)Nc2ccc(N3CCOCC3)cc2)C(C)C)cc1 | -12.0% | -11.2% | -9.8% | 5.7% | -1.2% | -0.7% | -0.8% | 5.4% | ?
CCCCNC(=O)CN1CCN(Cc2ccc3cc(OC)ccc3c2)CC1 | . | ? | ? | 2.9% | -34.4% | 4.3% | 2.3% | 0.4% | i
Cc1cc(C)c2nc(C)cc(Nc3ccc(C(=O)N(C)C)cc3)c2c1 | . | 22.3% | 6.4% | 1.3% | 34.7% | 0.9% | -23.8% | 0.6% | i
O=C(Nc1ccccc1)/C(=C/c1ccc(O)cc1)NC(=O)c1ccco1 | 9.8% | 2.8% | 7.2% | -11.7% | -11.9% | 14.7% | -26.2% | -21.1% | i
O=C(NCCCNC(=O)c1ccco1)c1ccc(Cl)cc1 | 40.4%[activator] | 3.2% | -6.8% | 0.4% | -17.4% | 7.1% | -0.4% | 0.0% | i
Cc1ccc(-n2ncc3c(NCc4ccccn4)ncnc32)c(C)c1 | 2.4% | -0.1% | -12.2% | 17.8% | -6.1% | 0.3% | 3.6% | 24.2% | i
CC(C)C[C@@H](CN1CCC[C@H]1CN1C(=O)C(=O)NC[C@@H]1Cc1ccc(O)cc1)N1C[C@H](Cc2ccc(O)cc2)N(CCc2ccccc2)C(=O)C1=O | 1.5% | . | . | 10.5% | . | 0.7% | . | . | i
COc1ccc(C(=O)COC(=O)c2sc(C)nc2C)cc1F | -8.5% | 14.2% | -29.0% | 11.8% | -0.8% | 0.5% | 0.4% | -9.1% | i
C1=C(CCNc2ncnc3c2[nH]c2ccccc23)CCCC1 | ? | 3.55µM* | 5.17µM* | -17.9% | -88.3% | -0.3% | -2.9% | ? | 14.1µM*
CN1C(=O)C(C)(C)c2cc(S(=O)(=O)NCCc3ccc(Cl)cc3)ccc21 | 5.5% | ? | -10.8% | -15.2% | -11.1% | 0.6% | -0.5% | -1.1% | i
COc1ccccc1/C=C/C=N/NC(=O)c1ccc(=O)n(C)c1 | 22.6% | -3.1% | 4.0% | -8.8% | -17.2% | 5.4% | 13.0% | -2.6% | i
CCOc1cc2nc(-c3ccc(OC)c(OC)c3)nc(NCCCN3CCOCC3)c2cc1OC | -12.4% | 4.9% | 7.0% | -1.7% | -15.6% | 12.3% | -28.4% | 11.6µM* | i
N#CCC(=O)Nc1ccc(C(=O)OCC(=O)NC(=O)Cc2ccccc2)cc1 | 3.3% | -9.3% | 1.3% | 0.1% | 4.1% | -0.1% | -3.5% | -1.5% | i
COc1ccc(CC(=O)Nc2ccc(S(=O)(=O)Nc3cc(C)nc(C)n3)cc2)cc1OC | . | -12.6% | . | 3.7% | -0.3% | -2.8% | . | . | i
Cc1ccc(C(=O)N(CN2CCCC2=O)c2ccc(F)cc2)cc1 | 4.4% | 8.5% | 16.7% | -0.3% | 0.6% | 0.2% | -3.3% | 4.3% | i
COc1ccc(OC)c(NC(=O)C2CCN(c3cc(-c4ccccc4)nc4ncnn34)CC2)c1 | ? | -8.0% | . | -5.1% | 0.2% | -0.2% | -16.1% | 21.8% | i
Cc1nccn1-c1cc(C(C)(C)C)nc2c(-c3ccccc3)cnn12 | . | -11.7% | 2.3% | -11.6% | 20.3% | 2.4% | -0.2% | ? | i
CCOC(=O)c1nc2sc3c(c2c(=O)[nH]1)CCCC3 | -6.8% | ? | -6.2% | 4.0% | -2.1% | 0.4% | -9.3% | 2.7% | i
Nn1c(SCC(=O)N2CCOCC2)nnc1C1CC1 | -10.0% | 9.4% | 5.8% | 4.1% | 12.2% | -0.6% | 6.6% | -2.2% | i
CC(=O)c1ccccc1OC(=O)COc1ccc(Cl)cc1C | -21.0% | -5.7% | -8.4% | -14.5% | -10.7% | -0.5% | 2.0% | -1.6% | i
CN(C)/C=C/C(=O)c1cnc(-c2ccccc2Cl)s1 | 2.5% | 0.0% | ? | -6.6% | -0.3% | 24.2% | -8.1% | ? | i
CC(Oc1cccc(Cl)c1)C(=O)Nc1nc(-c2ccccn2)cs1 (configuration not stated) | -35.9% | ? | 16.4µM* | 14.4% | 12.4% | ? | ? | -11.4% | .
Cc1ccc(S(=O)(=O)N2CCC(C)CC2)cc1C(=O)NCc1ccccn1 | 4.4% | -0.3% | 3.0% | -6.4% | 3.5% | 0.1% | 3.4% | 1.0% | i
CC1CN(S(=O)(=O)c2ccc(C(=O)O)cc2)CC(C)O1 (configuration not stated) | 1.8% | -17.0% | 3.1% | 8.5% | -2.0% | -0.7% | 0.0% | 5.7% | i

Source: PubChem BioAssay
